hgDAF-12 ag: agonists of H. glycines DAF-12 nuclear receptor | 370,000 tested, 1.8% active | HEK293 GAL4-hgDAF12 UAS-luciferase reporter, agonist luminescence; normalized to butyrate control | activation, % at 6.8 µM;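 active = activation above a cutoff set at the mean of all screened compounds plus 3 SD, cut at about 10% in these data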;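 note: 0% = DMSO wells and 100% = sodium butyrate wells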
GAA850 FXN act: increases GAA850 frataxin promoter reporter activity; HEK293 lucGAA850 FXN promoter luciferase reporter, 24 h; percent of 10 µM SAHA response; activation, % at 6 µM; 360,000 tested, 0.56% active;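 active = activation above the average of all compounds screened plus 3 SD, cutoff fixed separately per campaign, cut at about 7.5% in these data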;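 note: 0% = DMSO wells and 100% = 10 µM SAHA wells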
ssDAF-12 act: S. stercoralis DAF-12 activation, primary screen | HEK293 ssDAF-12/GRIP1 lit1-tk-luc reporter, luminescence; % of 3 µM dafachronic acid response | activation, % at 6.8 µM | 370,000 tested, 1% active | AID 652126;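 active = activation above the mean over all tested compounds plus 3 SD, cut at about 0.9% in these data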;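 note: 0% = DMSO-only wells and 100% = 3 µM delta7-dafachronic acid wells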
PLCb3 inh: inhibitors of human phospholipase C beta3; Purified PLC-beta3, fluorogenic substrate, fluorescence; inhibition, % at 12.2 µM; 370,000 tested, 0.18% active; AID 720704; in the data active = inhibition above about 11%;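 note: 0% = median of compound wells on plate and 100% = full blocker control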
PLC-gamma1 inh: PLC-gamma1 (human) inhibition, primary screen | purified PLC-gamma1, fluorogenic substrate, fluorescence | 370,000 tested, 0.84% active | inhibition, % at 12.2 µM; in the data active = inhibition above about 9.5%
DAX1 inh-1: NR0B1 (DAX1) inhibition; P51843; HEK293 Gal4-DAX1 luciferase reporter, luminescence; inhibition, % at 6.75 µM; 340,000 tested, 0.99% active; AID 504766;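 active = inhibition above the mean over all tested compounds plus 3 SD, cut at about 4.2% in these data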;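 note: 0% = DAX1-transfected cells with DMSO and 100% = empty-vector control cells with DMSO; inhibition shows as a rise in luminescence from relieved DAX1 repression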
Target sequence (P51843 207-470 limits assumed): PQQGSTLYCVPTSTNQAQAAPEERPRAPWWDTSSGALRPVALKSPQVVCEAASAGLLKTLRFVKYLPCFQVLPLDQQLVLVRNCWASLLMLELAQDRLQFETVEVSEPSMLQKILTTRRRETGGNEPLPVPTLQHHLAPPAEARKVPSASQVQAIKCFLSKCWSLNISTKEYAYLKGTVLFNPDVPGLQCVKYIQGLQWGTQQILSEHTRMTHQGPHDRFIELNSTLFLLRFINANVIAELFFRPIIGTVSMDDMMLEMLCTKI
ADAM17 inh: inhibitors of human ADAM17 | P78536 | recombinant ADAM17, EDANS/DABCYL FRET peptide cleavage | inhibition, % at 6.95 µM | 370,000 tested, 0.83% active;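 active = inhibition above the mean of compounds lying between control limits plus 3 SD, set per campaign, cut at about 8.5% in these data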;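 note: 0% = DMSO-only wells as the low control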
DAX1 inh-2: DAX1 (NR0B1) inhibition, primary screen; AID 652010; HEK293T StAR-luciferase reporter, SF-1/DAX-1 repression relief; 370,000 tested, 1.1% active; inhibition, % at 6.8 µM;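 active = inhibition above the mean over all tested compounds plus 3 SD, cut at about 3.6% in these data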;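 note: 0% = DAX-1 cells with DMSO and 100% = cells lacking DAX-1 with DMSO; higher inhibition means more luminescence from relief of DAX-1 repression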
hcDAF-12 act: H. contortus DAF-12 activation, primary screen. 370,000 tested, 1.4% active. activation, % at 6.8 µM. HEK293 hcDAF-12 lit1-tk-luc reporter, luminescence; 0% DMSO, 100% Δ7-dafachronic acid. AID 652067;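 active = activation above the mean of all tested compounds plus 3 SD, cut at about 5.5% in these data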;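 note: 100% = response to 3 µM Δ7-dafachronic acid high control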
ADAM10 inh: inhibitors of human ADAM10; recombinant ADAM10, EDANS/DABCYL FRET peptide cleavage, 3 h; 370,000 tested, 0.62% active; AID 720582; inhibition, % at 7 µM;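 active = inhibition above a per-campaign cutoff equal to the mean of compounds falling between control-based bounds plus 3 SD, cut at about 20% in these data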;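 note: 0% = DMSO wells while the 100% control is not disclosed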
sPLA2-III inh: Blocks human group III sPLA2 activity; Q9NZ20; QFRET BODIPY PC-A2 liposome hydrolysis, fluorescence; 370,000 tested, 0.56% active; inhibition, % at 12.2 µM;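 active = inhibition above mean plus 3 SD of compounds lying within the high and low control bounds, cut at about 19% in these data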;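 note: 0% = median of test compound wells and 100% = no enzyme DMSO wells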
Target sequence (Q9NZ20 whole entry, looked up): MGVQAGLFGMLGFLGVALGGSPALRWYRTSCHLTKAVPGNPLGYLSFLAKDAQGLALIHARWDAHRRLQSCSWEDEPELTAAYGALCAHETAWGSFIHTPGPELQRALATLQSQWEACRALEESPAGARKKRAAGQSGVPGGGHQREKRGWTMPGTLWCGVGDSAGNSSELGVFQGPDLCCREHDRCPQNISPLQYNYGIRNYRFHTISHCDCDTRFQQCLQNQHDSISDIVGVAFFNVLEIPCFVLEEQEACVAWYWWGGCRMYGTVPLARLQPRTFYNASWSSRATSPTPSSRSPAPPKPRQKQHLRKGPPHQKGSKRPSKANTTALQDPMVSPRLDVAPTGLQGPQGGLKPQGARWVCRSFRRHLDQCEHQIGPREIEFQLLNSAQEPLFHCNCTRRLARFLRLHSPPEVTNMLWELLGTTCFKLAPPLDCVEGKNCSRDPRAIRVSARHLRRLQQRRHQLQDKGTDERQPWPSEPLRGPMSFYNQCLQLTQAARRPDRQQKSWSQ
Numbers without * were called inactive; i = inactive; / = not tested or not shown. The order is random; 6.9% or so of the library scored in one or more.

Sample of the layout:
Letters – A = hgDAF-12 ag; B = GAA850 FXN act; C = ssDAF-12 act; D = PLCb3 inh; E = PLC-gamma1 inh; F = DAX1 inh-1; G = ADAM17 inh; H = DAX1 inh-2; I = hcDAF-12 act; J = ADAM10 inh; K = sPLA2-III inh
1) CCCC1=C(C(=O)OCC)C(c2ccco2)n2ncnc2N1 (centres undefined)
  A = 0.5; B = 0.5; C = -1.4; D = -5; E = 0; F = 0.3; G = -1; H = -0.3; I = 0.2; J = 1; K = 3
2) COc1ccc(-c2[nH]ncc2CN2CCC(OCc3ccccn3)CC2)c(F)c1
  A = 2.3; B = 3.2; C = -0.4; D = -5; E = 1; F = -1.3; G = -3; H = 0.3; I = -1.3; J = 0; K = -8
3) CCOc1ccccc1CN1CCN(Cc2nc3ccccc3s2)CC1CCO (centres undefined)
  A = -0.1; B = 1.8; C = -1.2; D = -2; E = 0; F = 0.7; G = 1; H = -0.5; I = 1.0; J = -6; K = -6
4) O=C1NC(=O)/C(=C/c2ccc(O)cc2)S1
  A = 14*; B = 0.1; C = -0.8; D = 2; E = 0; F = 1.2; G = -1; H = 1.4; I = 0.5; J = -9; K = 3
5) NS(=O)(=O)c1cccc(NC(=O)CN2CCN(S(=O)(=O)c3ccc4c(c3)OCCO4)CC2)c1
  A = 0.4; B = 1.6; C = -1.7; D = -1; E = 4; F = 0.4; G = 1; H = 0.8; I = 0.1; J = -8; K = -5
6) Cc1ccc(C(=O)CCNc2cccc(Br)c2)o1
  A = 3.1; B = 5.3; C = -1.1; D = 1; E = -1; F = 0.2; G = 0; H = -0.1; I = -0.5; J = 8; K = -1
7) CCN1CCN(C(=O)c2ccc3c(c2)N(Cc2ccc(F)cc2)C(=O)c2ccccc2S3=O)CC1 (centres undefined)
  A = -1.5; B = -2.8; C = -1.8; D = -5; E = 1; F = 2.9; G = -1; H = 1.5; I = -0.4; J = 1; K = -2

The list itself, from the first entry:
Letters – A = hgDAF-12 ag; B = GAA850 FXN act; C = ssDAF-12 act; D = PLCb3 inh; E = PLC-gamma1 inh; F = DAX1 inh-1; G = ADAM17 inh; H = DAX1 inh-2; I = hcDAF-12 act; J = ADAM10 inh; K = sPLA2-III inh
1) CCCC1=C(C(=O)OCC)C(c2ccco2)n2ncnc2N1 (centres undefined)
  A = 0.5; B = 0.5; C = -1.4; D = -5; E = 0; F = 0.3; G = -1; H = -0.3; I = 0.2; J = 1; K = 3
2) COc1ccc(-c2[nH]ncc2CN2CCC(OCc3ccccn3)CC2)c(F)c1
  A = 2.3; B = 3.2; C = -0.4; D = -5; E = 1; F = -1.3; G = -3; H = 0.3; I = -1.3; J = 0; K = -8
3) CCOc1ccccc1CN1CCN(Cc2nc3ccccc3s2)CC1CCO (centres undefined)
  A = -0.1; B = 1.8; C = -1.2; D = -2; E = 0; F = 0.7; G = 1; H = -0.5; I = 1.0; J = -6; K = -6
4) O=C1NC(=O)/C(=C/c2ccc(O)cc2)S1
  A = 14*; B = 0.1; C = -0.8; D = 2; E = 0; F = 1.2; G = -1; H = 1.4; I = 0.5; J = -9; K = 3
5) NS(=O)(=O)c1cccc(NC(=O)CN2CCN(S(=O)(=O)c3ccc4c(c3)OCCO4)CC2)c1
  A = 0.4; B = 1.6; C = -1.7; D = -1; E = 4; F = 0.4; G = 1; H = 0.8; I = 0.1; J = -8; K = -5
6) Cc1ccc(C(=O)CCNc2cccc(Br)c2)o1
  A = 3.1; B = 5.3; C = -1.1; D = 1; E = -1; F = 0.2; G = 0; H = -0.1; I = -0.5; J = 8; K = -1
7) CCN1CCN(C(=O)c2ccc3c(c2)N(Cc2ccc(F)cc2)C(=O)c2ccccc2S3=O)CC1 (centres undefined)
  A = -1.5; B = -2.8; C = -1.8; D = -5; E = 1; F = 2.9; G = -1; H = 1.5; I = -0.4; J = 1; K = -2
8) CN(N)C(=S)NCc1ccccc1
  A = -1.8; B = -0.8; C = -0.8; D = 0; E = 1; F = 2.2; G = -2; H = -1.1; I = -3.0; J = -5; K = -4
9) Cc1oc2c(CN(C)C)c(O)ccc2c(=O)c1-c1cscn1
  A = 2.8; B = 1.6; C = -1.0; D = i; E = -451; F = 0.0; G = -252; H = -0.8; I = -3.0; J = i; K = 0
10) COc1ccc(C(=O)O)cc1S(=O)(=O)N1CCN(Cc2ccc3c(c2)OCO3)CC1
  A = -2.7; B = 1.3; C = -1.1; D = -3; E = 0; F = 0.5; G = -2; H = -0.7; I = 2.1; J = -16; K = 10
11) O=C(c1ccccc1)N1CCCCC(S(=O)(=O)c2ccc3ccccc3c2)C1=O (centres undefined)
  A = 1.6; B = 2.0; C = -1.2; D = 2; E = 1; F = 1.4; G = -3; H = -0.1; I = -1.1; J = -2; K = -5
12) O=C(CSc1ncnc2c1nnn2Cc1ccccc1)NC1CCCC1
  A = -0.1; B = -1.1; C = -0.8; D = -7; E = -4; F = -1.3; G = -7; H = -1.1; I = 0.0; J = -8; K = 2
13) CC1CCN(Cc2nnnn2CCCC(=O)NCCc2cnn(C)c2)CC1
  A = 0.6; B = 1.2; C = 0.0; D = -4; E = 1; F = -0.2; G = -1; H = 0.3; I = 3.3; J = -8; K = 4
14) N#C/C(=C/c1ccc(Oc2ccc([N+](=O)[O-])cn2)cc1)C(=O)N1CCOCC1
  A = 0.4; B = -1.1; C = -1.4; D = 3; E = 3; F = 0.2; G = 2; H = -0.8; I = 1.6; J = -1; K = 0
15) Oc1ccc(Br)cc1/C=N/n1c(C2CCCCC2)n[nH]c1=S
  A = -2.0; B = 1.9; C = -1.0; D = -2; E = 0; F = 1.9; G = -3; H = -0.1; I = -0.5; J = -16; K = 6
16) CCOC(=O)N1CCN(C(=O)C[C@H]2C[C@@]3(C(=O)OC)C(=C[C@H](C(C)C)O[C@@H]3C3CC3)N(Cc3ccc4c(c3)OCO4)C2=O)CC1
  A = -2.6; B = /; C = -1.3; D = 5; E = 2; F = /; G = 2; H = -1.0; I = 0.6; J = 3; K = -2
17) CNC(=O)COC(=O)c1ccccc1Nc1ccccc1
  A = 0.5; B = 1.8; C = -1.8; D = -21; E = -12; F = 1.8; G = -4; H = 1.8; I = -0.1; J = 9; K = 6
18) COc1cccc(Cn2c(=O)sc3ccccc3c2=O)c1
  A = 8.2; B = 2.6; C = -1.0; D = 1; E = -1; F = 1.0; G = 0; H = -1.1; I = 0.1; J = 1; K = 0
19) CN(CCO)c1ccc(C=NNc2ccc([N+](=O)[O-])cc2S(=O)(=O)Nc2ccccc2C(=O)O)cc1
  A = -0.7; B = -0.6; C = -1.2; D = -39; E = -24; F = /; G = 3; H = -0.8; I = -0.9; J = 7; K = -23
20) Cc1ccc(CN2C(=O)CCC2C(=O)NCCN2CCN(c3cccc(Cl)c3)CC2)cc1 (centres undefined)
  A = -2.1; B = 1.2; C = -1.7; D = -38; E = 0; F = -1.4; G = -2; H = -0.2; I = -1.2; J = -7; K = 4

One compound at a time (already shown).
`Oc1ccc(Br)cc1/C=N/n1c(C2CCCCC2)n[nH]c1=S` across the screens: hgDAF-12 ag = -2.0; GAA850 FXN act = 1.9; ssDAF-12 act = -1.0; PLCb3 inh = -2; PLC-gamma1 inh = 0; DAX1 inh-1 = 1.9; ADAM17 inh = -3; DAX1 inh-2 = -0.1; hcDAF-12 act = -0.5; ADAM10 inh = -16; sPLA2-III inh = 6
`O=C(c1ccccc1)N1CCCCC(S(=O)(=O)c2ccc3ccccc3c2)C1=O` (centres undefined) across the screens: hgDAF-12 ag = 1.6; GAA850 FXN act = 2.0; ssDAF-12 act = -1.2; PLCb3 inh = 2; PLC-gamma1 inh = 1; DAX1 inh-1 = 1.4; ADAM17 inh = -3; DAX1 inh-2 = -0.1; hcDAF-12 act = -1.1; ADAM10 inh = -2; sPLA2-III inh = -5

Next part.
Letters – A = hgDAF-12 ag; B = GAA850 FXN act; C = ssDAF-12 act; D = PLCb3 inh; E = PLC-gamma1 inh; F = DAX1 inh-1; G = ADAM17 inh; H = DAX1 inh-2; I = hcDAF-12 act; J = ADAM10 inh; K = sPLA2-III inh
21) COC(=O)C1=CN(c2cccc(OCc3ccccc3)c2)C(N)=C(C#N)C1c1cccc(OC)c1OC (centres undefined)
  A = 2.7; B = /; C = -1.4; D = -3; E = -4; F = /; G = -3; H = 1.6; I = 1.2; J = -4; K = -1
22) O=C(Nc1cccnc1)C1=NN(C2CCS(=O)(=O)C2)C(=O)CC1 (centres undefined)
  A = -1.5; B = 0.2; C = -1.2; D = 1; E = 3; F = 2.0; G = 1; H = -0.1; I = -1.4; J = 4; K = -2
23) CCOC(=O)c1sc2nc[nH]c(=O)c2c1C
  A = -0.2; B = 0.4; C = -1.2; D = -8; E = -3; F = 0.6; G = -12; H = 0.4; I = -0.6; J = -38; K = 2
24) Cc1cccc(N=C2C(=O)Nc3c(Cl)cccc32)c1
  A = 2.6; B = 3.0; C = 0.0; D = -3; E = 0; F = 0.5; G = -7; H = -0.2; I = 4.6; J = -23; K = 0

Source: PubChem BioAssay
